# High-throughput results deposited in PubChem BioAssay by The Scripps Research Institute Molecular Screening Center.
# ULK1 primary: ULK1 kinase inhibitors, primary screen, biochemical, AlphaScreen. Serine/threonine-protein kinase ULK1 (Homo sapiens), O75385. inhibition, % at 5.96 µM. AlphaScreen Atg13 phosphorylation by ULK1, luminescence. actives 1.9% (n = 30,000); in the data active means inhibition above about 43%;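 further: 0% = median of compound wells and 100% = no enzyme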
# ASK1 primary: ASK1 kinase inhibitors, primary screen, biochemical, AlphaScreen | actives 0.99% (n = 22,000) | AID 1159602, 2016 | AlphaScreen MKK6 phosphorylation by ASK1, luminescence | Mitogen-activated protein kinase kinase kinase 5 (Homo sapiens), Q99683 | inhibition, % at 7.44 µM; in the data active means inhibition above about 35%;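 further: 0% = median of compound wells and 100% = no enzyme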
# Target sequence (Q99683 whole entry, looked up): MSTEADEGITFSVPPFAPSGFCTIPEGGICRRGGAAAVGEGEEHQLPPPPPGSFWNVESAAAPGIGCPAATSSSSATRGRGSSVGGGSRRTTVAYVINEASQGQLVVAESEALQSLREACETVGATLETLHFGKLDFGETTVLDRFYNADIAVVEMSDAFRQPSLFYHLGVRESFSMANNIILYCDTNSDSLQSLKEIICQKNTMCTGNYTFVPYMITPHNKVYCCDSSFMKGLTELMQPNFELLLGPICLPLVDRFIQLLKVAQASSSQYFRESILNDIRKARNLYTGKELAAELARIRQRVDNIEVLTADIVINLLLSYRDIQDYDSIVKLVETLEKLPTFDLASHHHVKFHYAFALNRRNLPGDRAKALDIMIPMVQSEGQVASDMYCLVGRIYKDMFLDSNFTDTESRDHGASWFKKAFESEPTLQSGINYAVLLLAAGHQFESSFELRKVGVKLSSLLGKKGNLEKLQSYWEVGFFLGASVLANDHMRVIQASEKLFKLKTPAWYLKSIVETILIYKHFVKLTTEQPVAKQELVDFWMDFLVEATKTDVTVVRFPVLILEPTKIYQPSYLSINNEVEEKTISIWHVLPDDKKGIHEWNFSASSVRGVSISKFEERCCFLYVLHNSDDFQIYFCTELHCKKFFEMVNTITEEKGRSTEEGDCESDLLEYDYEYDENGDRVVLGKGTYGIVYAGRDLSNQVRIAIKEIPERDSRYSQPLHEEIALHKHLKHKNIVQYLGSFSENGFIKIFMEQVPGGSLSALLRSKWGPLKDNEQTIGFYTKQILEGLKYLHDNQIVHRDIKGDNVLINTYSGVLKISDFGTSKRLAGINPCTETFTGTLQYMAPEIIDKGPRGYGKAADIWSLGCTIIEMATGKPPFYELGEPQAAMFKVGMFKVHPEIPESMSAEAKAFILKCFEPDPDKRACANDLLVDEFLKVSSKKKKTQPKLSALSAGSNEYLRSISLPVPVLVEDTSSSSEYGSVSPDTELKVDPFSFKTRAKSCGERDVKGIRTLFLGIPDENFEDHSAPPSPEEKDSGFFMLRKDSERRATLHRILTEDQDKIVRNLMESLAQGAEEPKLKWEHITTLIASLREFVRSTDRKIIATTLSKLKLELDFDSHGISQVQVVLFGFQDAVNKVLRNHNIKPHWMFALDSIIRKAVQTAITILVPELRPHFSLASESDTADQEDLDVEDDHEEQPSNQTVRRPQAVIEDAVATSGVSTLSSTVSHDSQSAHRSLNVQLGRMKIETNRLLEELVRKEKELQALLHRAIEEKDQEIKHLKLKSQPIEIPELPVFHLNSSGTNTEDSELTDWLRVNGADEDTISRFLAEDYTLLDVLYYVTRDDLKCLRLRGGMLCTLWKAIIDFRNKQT
# The depositor's hits bear a star; / = not tested or not shown; & = joins results of further samples.
compound | ULK1 primary | ASK1 primary
NS(=O)(=O)c1ccc(NC(=O)Nc2c(Cl)cccc2Cl)cc1 | 1.6 | -8.2
CN1CCN(C(=O)c2ccc(-c3nc(C(=O)NC4CC4)cs3)cc2)CC1 | -13.9 | -10.0
COc1nc(NCCN(C(C)C)C(C)C)nc(-c2cccc(C(C)=O)c2)n1 | 1.5 | 6.0
c1ccc(Nc2nc(N3CCN(c4ccccn4)CC3)nc3nc[nH]c23)cc1 | -2.6 | 3.4
CC(C)n1cnc2c(NCCc3ccc(O)cc3)nc(Nc3ncccn3)nc21 | 5.4 | 0.7
Cc1ncccc1-c1ncn(-c2ccc(Nc3nccc(-c4cc(F)cc(N5CCOCC5)c4)n3)cc2)n1 | 5.4 | 2.8
NC(=O)c1csc(N2CCN(c3ccccn3)CC2)n1 | 7.0 | -8.0
C=CCOc1ccc(/C=N/NC(=O)CN2CCCCC2)cc1OC | -4.1 | /
Nc1nc(-c2ccc(N3CCOCC3)nc2)nc2c1ncn2-c1ccsc1 | 32.1 | 8.4
OCCNc1nc(NC2CCN(Cc3ccccc3)CC2)nc2c1ncn2-c1ccccc1 | 6.2 | -7.8
COc1cc2nc(NCc3cccnc3)nc(Nc3ccc(N4CCOCC4)cc3)c2cc1OC | 17.2 | 20.9
CC(=O)Nc1ccc(Nc2ncnc3nc(-c4csc5ccccc45)[nH]c23)cc1 | -13.3 | -8.9
Cc1noc(C)c1-c1cncc(C(=O)NCc2cccnc2)c1 | 11.0 | -2.8
NC(=O)c1cc[n+](CC2=C(C(=O)O)N3C(=O)C(NC(=O)C(c4ccccc4)S(=O)(=O)O)C3SC2)cc1 (configuration not stated) | 4.9 | /
NC(=O)c1ccc(-c2ncc(C(=O)NCCN3CCOCC3)s2)cc1 | 1.4 | 2.2
COc1ccc(-c2cc(C(=O)NC3CCN(Cc4ccccc4)CC3)ccn2)cn1 | -4.7 | 3.5
COc1ccc(C(=O)CCC(=O)O)cc1C | -5.6 | /
CC(C)N(CCNc1nc(-c2ccc(C(N)=O)cc2)nc2c1ncn2-c1ccsc1)C(C)C | 10.0 | -2.7
COc1ccc(-c2nccc(Nc3ccccc3)n2)cn1 | -9.1 | -13.4
Cc1ccc2c(c1)CC(C(=O)Nc1ccc(-c3cn[nH]n3)cc1C(=O)N(C)C)CO2 (configuration not stated) | -13.7 | 11.9
CCN(CC)c1nc(Nc2ccc(NC(C)=O)cc2)nc(N2CCN(c3ccccn3)CC2)n1 | -15.2 | 11.3
O=C(NCc1ccccc1)Nc1ccc(-c2cn[nH]c2)cc1F | 2.1 | -3.0
Cc1nn(C)c(C)c1-c1cc(NCCCN2CCCC2=O)ncn1 | 4.7 | -0.9
O=C(NCc1cccc(C(F)(F)F)c1)c1cc(NCc2cccnc2)nc2ccccc12 | -8.6 | -5.1
COc1ccc(-c2nc(Nc3ccc(Oc4ccccc4)cc3)c3ncn(-c4ccccc4)c3n2)cn1 | -1.7 | -2.4
Fc1cccc2sc(NCCCN3CCOCC3)nc12 | 2.8 | /
c1csc(-c2ccc3cnc(Nc4ccc(-n5cnc(N6CCOCC6)n5)cc4)nc3c2)n1 | 4.9 | 17.0
COc1ccc(-c2nc(NCCOc3ccccc3)c3ncn(Cc4ccc(C(F)(F)F)cc4)c3n2)cn1 | -5.1 | 8.1
CCNc1cc(C)nc(N2CCN(S(=O)(=O)c3cc(Br)ccc3OCC)CC2)n1 | -22.6 | /
OCC1CCCN1c1nc(NCc2cccnc2)c2ncn(Cc3ccc(C(F)(F)F)cc3)c2n1 (configuration not stated) | -10.3 | -3.3
Cc1cc(N)nc(-c2csc3ccccc23)n1 | 1.7 | -3.3
Nc1nc(NCCO)cc(Nc2nccc3ccccc23)n1 | -3.8 | -14.1
COCCOC(=O)C1=C(C)NC(=S)NC1c1ccccc1OC(F)F (configuration not stated) | 7.3 | /
NC(=O)c1ccc(-c2nc(NCc3nc4ccccc4[nH]3)c3ncn(CCN4CCCC4=O)c3n2)cc1 | 7.0 | -7.4
CC(=O)c1cccc(-c2nc(NC3CC3)c3ncn(Cc4ccc(C(F)(F)F)cc4)c3n2)c1 | 6.2 | -6.1
O=C(Nc1ccccc1)c1cnc(Nc2ccccn2)s1 | -3.4 | 3.1
CC(C)n1c(N2CCN(Cc3ccc4c(c3)OCO4)CC2)nc2c(N)ncnc21 | 2.8 | -7.5
O=C(O)c1cn(-c2ccc(F)cc2)c2cc(N3CCNCC3)c(F)cc2c1=O | 7.4 | /
O=C(COc1ccc(Cl)cc1Cl)NNC(=S)NCc1ccco1 | -12.6 | /
O=C1CCCN1CCn1cnc2c(Nc3ccc4c(c3)OCO4)nc(Nc3nccc4ccccc34)nc21 | 6.9 | -5.8
Cc1onc(-c2ccccc2)c1C(=O)Cl | -13.8 | /
c1ccc(Nc2cc(NCCOc3ccccc3)ncn2)cc1 | 4.4 | -0.1
O=C(NCc1cccc(C(F)(F)F)c1)c1cc(Nc2ccc(N3CCOCC3)cc2)nc2ccccc12 | -0.3 | 10.9
O=C(Nc1ccc(N2CCOCC2)cc1)c1ccc(-c2csc3ccccc23)s1 | 12.8 | 13.8
CC(C)n1cnc2c(NCCCN3CCCC3=O)nc(Nc3ncccn3)nc21 | -5.3 | -8.8
NC(C(=O)N1CCC(C(=O)Nc2ccc3[nH]ncc3c2)CC1)c1cccc(Br)c1 (configuration not stated) | 4.7 | -2.8
CCN(CC)c1nc(NCc2ccccc2)nc(Nc2cnccn2)n1 | -5.5 | -1.0
O=C(NCCN1CCOCC1)c1cccc(-n2ncc3ccc(Nc4ccccc4)cc32)c1 | -32.7&-19.1 | -25.9&-20.9
COc1cc(Nc2cc(Nc3ccnn3C)ncn2)cc(OC)c1OC | 1.3 | -0.1
Fc1cnc(Nc2ccc(Cn3ccnc3)cc2)nc1-c1cccc(N2CCOCC2)c1 | 45.9* | 6.1

# The listing continues.
compound | ULK1 primary | ASK1 primary
Cc1nn(C)c(C)c1-c1ncc(C(=O)NCc2cccnc2)s1 | 20.8 | -11.2
Nc1nc(-c2csc3ccccc23)nc2c1ncn2Cc1ccc(C(F)(F)F)cc1 | -26.7 | 5.3
Cn1c(=O)c2c(nc(SCC(N)=O)n2Cc2ccccc2)n(C)c1=O | 3.0 | /
COc1cc(Nc2nc(NCc3cccnc3)nc3c2ncn3CCN2CCCC2=O)cc(OC)c1OC | -9.4 | -6.8
COCCn1c(C)cc(O)c(C(c2ccncc2)N2CCN(C)CC2)c1=O (configuration not stated) | 1.1 | /
c1cc(Nc2nc(Nc3ccc(N4CCOCC4)cc3)c3[nH]cnc3n2)ncn1 | 7.9 | -12.8
CCCNc1nc(Nc2ccc(C(F)(F)F)cc2)nc2c1ncn2-c1ccccc1 | -5.1 | -2.5
CCNc1ncc(C)c(NCCc2ccc(OC)cc2)n1 | -7.8 | -14.5
O=C(Nc1ccccc1)c1cccc(Cl)n1 | -7.7 | -9.6
COc1cc(Nc2nc3ccc(C(=O)NCCN(C(C)C)C(C)C)cc3s2)cc(OC)c1OC | 0.7 | 3.6
O=C(Nc1ccc2[nH]ncc2c1)[C@@H]1CCCN1C(=O)C(O)c1ccc(F)cc1 (some centres not stated) | -18.9&3.5 | -1.1&1.5
CN(C)c1cccc(Nc2nc(N)c3ncn(C4CCCCC4)c3n2)c1 | -1.1 | 5.3
CCCNC(=O)Cc1cn(-c2ccc(N3CCN(c4ccccn4)CC3)nn2)c2ccccc12 | -0.6 | -10.6
COc1ccc(-c2nc3ccc(C(=O)Nc4ccccc4)cc3s2)cc1 | -10.5 | 12.6
Cc1nc(NCCC#N)cc(-c2cncc(-c3ccc(F)cc3)c2)n1 | -6.8 | /
CNC(=O)c1ccccc1Nc1nc(Nc2ccc(N3CCOCC3)c(Cl)c2)ncc1Cl | 58.1* | -26.8
O=C(NCCCN1CCCC1=O)c1cnc(NC2CCN(Cc3ccccc3)CC2)s1 | -31.5 | -10.5
COc1cc(Nc2nc(N3CCc4ccccc4C3)nc3nc[nH]c23)cc(OC)c1OC | -1.4 | 12.8
CC1(C)[C@H](C(=O)O)N2C(=O)C[C@H]2S1(=O)=O | 5.9 | /
c1ccc2[nH]c(CNc3nc(-c4csc5ccccc45)nc4c3ncn4-c3ccsc3)nc2c1 | -10.5 | 6.3
O=C1CCCN1CCCNc1nc(-c2csc3ccccc23)nc2c1ncn2-c1ccccc1 | -17.3 | -4.4
Nc1nc(NC2CC2)cc(-c2csc3ccccc23)n1 | -6.1 | 0.8
CC(C)n1cnc2c(Nc3ccc4c(c3)OCO4)nc(N3CCCC3CO)nc21 (configuration not stated) | 6.2 | 4.2
CCCCN1CCCCC1C(=O)Nc1c(C)cccc1C (configuration not stated) | 0.0 | /
CC(=O)Nc1n[nH]c(-c2ccncc2)n1 | -1.6 | /
COc1cccc(OC)c1CN1CCC(N)CC1 | 2.3 | /
CCC1=NN(C(=O)c2cccc(O)c2C)C(O)(C(F)(F)F)C1 (configuration not stated) | -2.2 | /
CC(=O)c1cccc(-c2nccc(Nc3ccc(N4CCOCC4)cc3)n2)c1 | 14.8 | -6.0
Nc1nc(NCc2nc3ccccc3[nH]2)cc(Nc2ncccn2)n1 | 11.7 | -0.2
FC(F)(F)c1ccc(Nc2nc3ncnc(NC4CCN(Cc5ccccc5)CC4)c3[nH]2)cc1 | -1.2 | 4.9
CCNc1nc(NCc2cccc(C(F)(F)F)c2)c2ncn(CCN3CCCC3=O)c2n1 | 3.0 | -0.5
O=C(Cc1c[nH]c2ccccc12)NC1CCCC1 | -13.1 | /
Oc1ccc(CCNc2ccnc(Nc3ccc4ncccc4c3)n2)cc1 | 2.9 | 17.4
CCOCC(=O)Nc1c(C)nc2c(C)cccn2c1=O | 5.9 | /
CCN(CC)C(=O)C1CCCN(c2nc(NCc3ccccc3)c3ncn(Cc4ccc(C(F)(F)F)cc4)c3n2)C1 (configuration not stated) | 2.4 | 4.4
COc1ccc(-c2cccc(C(=O)NCCCN3CCCC3=O)c2)cc1 | -0.7 | -3.0
c1ccc(CCNc2cc(-c3ccncc3)nc(-c3ccncc3)n2)cc1 | -22.5 | /
O=C1CCCN1CCn1cnc2c(NCCOc3ccccc3)nc(N3CCN(Cc4ccc5c(c4)OCO5)CC3)nc21 | -15.8 | -6.0
Cc1noc(C)c1-c1nccc(NC2CC2)n1 | 17.4 | 3.1
Nc1nccc(-c2ccc3nc(C4COc5ccc(C(=O)NCCc6ccccn6)cc5C4)[nH]c3c2)n1 (configuration not stated) | -27.0 | 8.4
CCN(CC)c1nc(Cl)nc(NC2CCN(Cc3ccccc3)CC2)n1 | -21.5 | -4.3
O=C(O)C(Cc1cc(I)c(O)c(I)c1)c1ccccc1 (configuration not stated) | 5.7 | /
COc1ccc(CCNc2nc(N3CCc4ccccc4C3)nc3c2ncn3-c2ccccc2)cc1 | 7.3 | 26.2
CN(C)CCOc1cc(-c2ccnc(N)n2)ccc1NC(=O)C1COc2c(F)cccc2C1 (configuration not stated) | 12.6 | -4.4
Cc1cc(N)nc(Nc2nccc3ccccc23)n1 | -7.0 | 3.6
CCCNc1cc(Nc2ccc(N3CCOCC3)cc2)ncn1 | 2.8 | -5.9
O=C1CCCN1CCCNc1nc2ncnc(NCc3ccccc3)c2[nH]1 | 12.7 | -16.3
O=C(NCc1cccnc1)c1cccc(Nc2ncccn2)c1 | 3.5 | -13.1
CN1CCN(c2ccc(-c3cncc(C(=O)Nc4ccccc4)c3)cc2)CC1 | 6.0 | 13.3
Cn1nccc1Nc1nc2ccc(C(=O)NC3CC3)cc2s1 | 8.0 | 2.1

# Next section, overlapping the part above by 6 compounds.
compound | ULK1 primary | ASK1 primary
Cc1cc(N)nc(Nc2nccc3ccccc23)n1 | -7.0 | 3.6
CCCNc1cc(Nc2ccc(N3CCOCC3)cc2)ncn1 | 2.8 | -5.9
O=C1CCCN1CCCNc1nc2ncnc(NCc3ccccc3)c2[nH]1 | 12.7 | -16.3
O=C(NCc1cccnc1)c1cccc(Nc2ncccn2)c1 | 3.5 | -13.1
CN1CCN(c2ccc(-c3cncc(C(=O)Nc4ccccc4)c3)cc2)CC1 | 6.0 | 13.3
Cn1nccc1Nc1nc2ccc(C(=O)NC3CC3)cc2s1 | 8.0 | 2.1
COc1cc(-c2cn[nH]c2)ccc1C(=O)NC[C@H](O)c1ccccc1 | 13.7 | 5.8
O=C1CCCN1CCCNc1cc(NCc2ccc3c(c2)OCO3)ncn1 | -25.2 | -12.0
CC(=O)c1cccc(-c2nc(NCCc3ccc(O)cc3)c3[nH]cnc3n2)c1 | -9.0 | -7.7
CC(=O)N1c2ccc([N+](=O)[O-])cc2C(C)(c2ccccc2)CC1(C)C (configuration not stated) | 3.2 | /
O=C(Nc1ccc2[nH]ncc2c1)[C@@H]1CCCN1C(=O)C(O)c1ccc(C(F)(F)F)cc1 (some centres not stated) | 6.3 | -2.4
CCOC(=O)c1cccc(-n2ncc3ccc(C(N)=O)cc32)c1 | -2.9 | -14.6
Cc1cnc(Nc2ccc(C(F)(F)F)cc2)nc1NCc1cccc(C(F)(F)F)c1 | -28.4 | -23.4
Cc1cnc(-c2cccc(N)c2)nc1NCCN1CCOCC1 | -1.7 | -1.3
O=C(Cc1cn(-c2ccc(Nc3cnccn3)nn2)c2ccccc12)NC1CC1 | 26.5 | 4.4
O=C(Nc1cc(NCc2ccccc2)ncn1)C1COc2ccccc2O1 (configuration not stated) | 5.2 | -13.8
O=C(Nc1ccccc1)c1cncc(-c2ccc(N3CCOCC3)nc2)c1 | -1.8 | -5.0
c1ccc2[nH]c(CNc3nc(Nc4ccc(-n5ccnc5)cc4)nc4nc[nH]c34)nc2c1 | 25.9 | 7.3
COc1cccc(CN(CCCO)C(=O)C(O)c2ccc(-c3cn[nH]c3C)cc2)c1 (configuration not stated) | -6.7 | 0.0
CN1CCN(c2cc(-c3ccccc3F)nc(-c3cccnc3)n2)CC1 | -27.2 | /
O=C(N/N=C/c1ccccc1O)c1ccncc1 | -7.5 | /
